# GDH-TPI inh: inhibits GDH-TPI coupling enzymes, artifact for Mtb FBA screen. GDH-TPI coupled enzyme counterscreen, NADH absorbance. inhibition, % at 4.8 µM. 360,000 compounds, 1.2% hits. AID 588335; in the data active = inhibition above about 30%;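 also: 0% = DMSO wells and 100% = wells lacking the enzyme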
# UGM FP inh: blocks M. tuberculosis UGM enzyme; inhibition, % at 10 µM; 320,000 compounds, 0.06% hits; AID 504406; P9WIQ1; purified UGM, fluorescence polarization probe displacement; in the data active = inhibition above about 10%, passing the limit was not always enough; inconclusive = no clear call, values can overlap the other calls
# Target sequence (P9WIQ1 whole entry, looked up): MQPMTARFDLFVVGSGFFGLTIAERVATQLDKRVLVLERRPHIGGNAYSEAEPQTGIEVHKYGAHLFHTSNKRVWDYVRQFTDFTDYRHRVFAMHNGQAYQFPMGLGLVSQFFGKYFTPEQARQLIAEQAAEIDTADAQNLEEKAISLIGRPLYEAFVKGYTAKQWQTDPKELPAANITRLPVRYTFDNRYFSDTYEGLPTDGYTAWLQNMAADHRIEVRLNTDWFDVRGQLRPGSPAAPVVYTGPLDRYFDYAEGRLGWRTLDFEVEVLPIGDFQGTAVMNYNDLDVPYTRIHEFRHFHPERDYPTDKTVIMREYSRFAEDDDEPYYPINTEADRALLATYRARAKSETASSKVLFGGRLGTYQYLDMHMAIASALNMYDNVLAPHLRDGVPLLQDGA
# PrPC TRFRET: reduces human prion protein on the cell surface. P04156. cell surface PrPC, TR-FRET read-out. inhibition, % at 13.8 µM. 370,000 compounds, 0.43% hits. AID 720596; in the data active = inhibition above about 24%; also: 0% = median of the test wells and 100% = reference compound wells
# FadD28 FP inh: M. tuberculosis FadD28 bisubstrate binding inhibition | inhibition, % at 12.5 µM | AID 588549 | 360,000 compounds, 0.22% hits | FadD28 bisubstrate probe binding, fluorescence polarization; in the data active = inhibition above about 8.5%, passing the limit was not always enough; inconclusive = no clear call, values can overlap the other calls
# BoNT F protease: inhibitors of Botulinum neurotoxin F light chain protease. Multiplex microsphere protease cleavage assay, flow cytometry. inhibition, % at 10 µM. 360,000 compounds, 0.22% hits. AID 588497; in the data active = inhibition above about 35%, passing the limit was not always enough; inconclusive = no clear call, values can overlap the other calls; also: plate controls were buffer without enzyme for full effect and enzyme alone for no effect
# Rv3671c protease: inhibits the M. tuberculosis serine protease Rv3671c; AID 2606; 320,000 compounds, 0.048% hits; P9WHR9; inhibition, % at 5.96 µM; in the data active = inhibition above about 38%;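 also: extracellular domain of Rv3671c used as enzyme; 0% = enzyme with DMSO and 100% = no enzyme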
# Target sequence (P9WHR9 whole entry, looked up, the tested form may be a part): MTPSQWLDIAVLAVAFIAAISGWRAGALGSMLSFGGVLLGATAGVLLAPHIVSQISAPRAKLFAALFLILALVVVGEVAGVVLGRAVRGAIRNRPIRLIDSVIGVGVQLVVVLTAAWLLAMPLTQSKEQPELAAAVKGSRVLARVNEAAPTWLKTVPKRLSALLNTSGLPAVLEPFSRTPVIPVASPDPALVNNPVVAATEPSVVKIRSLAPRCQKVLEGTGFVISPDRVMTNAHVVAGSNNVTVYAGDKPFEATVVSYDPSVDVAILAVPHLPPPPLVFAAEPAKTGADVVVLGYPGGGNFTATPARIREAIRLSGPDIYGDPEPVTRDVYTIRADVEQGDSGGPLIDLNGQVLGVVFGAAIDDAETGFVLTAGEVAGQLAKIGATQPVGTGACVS
# MazEF act: activators of E. coli MazEF toxin-antitoxin RNase. P0AE70. FAM/BHQ RNA-DNA oligo cleavage fluorescence, 5 h. activation, % at 20 µM. 350,000 compounds, 0.32% hits. AID 504720; in the data active = activation above about 50%
# Target sequence (P0AE70 whole entry, looked up): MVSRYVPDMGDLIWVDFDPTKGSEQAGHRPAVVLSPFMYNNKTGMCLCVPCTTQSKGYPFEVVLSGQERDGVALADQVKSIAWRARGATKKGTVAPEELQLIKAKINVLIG
# Mtb FBA inh: inhibits M. tuberculosis FBA enzyme; P9WQA3; purified M. tuberculosis FBA, fluorescence read-out; inhibition, % at 1 µM; 360,000 compounds, 2.3% hits; AID 588726; in the data active = inhibition above about 27%;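 also: 0% = vehicle and 100% = reference inhibitor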
# Mtb BioA inh: BioA (M. tuberculosis) enzyme inhibition; 360,000 compounds, 0.096% hits; inhibition, % at 9.99 µM; purified M. tuberculosis BioA enzyme, plate reader; in the data active = inhibition above about 40%; inconclusive = no clear call, values can overlap the other calls
# Starred values were filed as active, the others as inactive; ? = inconclusive; · = no result given.
SMILES,GDH-TPI inh,UGM FP inh,PrPC TRFRET,FadD28 FP inh,BoNT F protease,Rv3671c protease,MazEF act,Mtb FBA inh,Mtb BioA inh
COc1ccc(C(=O)COc2ccccc2C(=O)Nc2ccccc2)cc1,-2,-1.4,3,1.4,4,-35,-5,-1,1.1
Clc1cccc2sc(N3CCCCC3)nc12,7,-2.1,1,-1.6,6,1,1,-2,·
CCCCn1c(O)c(/C=N/N2CCOCC2)c(=O)[nH]c1=S,37*,-0.5,-3,0.0,?,-1,1,3,-0.6
CCn1cc(/C=N/NC(=O)COc2cccc3cccnc23)c2ccccc21,13,-2.1,1,0.7,-7,-9,10,-2,·
COc1cc2cc(Oc3ccc4ccc(=O)oc4c3)c(=O)oc2cc1OC(=O)/C=C/c1ccccc1,11,-1.2,2,-2.3,1,-8,-31,7,-1.0
Cc1cccc(NS(=O)(=O)c2cc(OCC(N)=O)c(C)cc2Cl)c1,6,-1.3,1,-2.3,-2,-1,-2,-3,-1.0
Cc1cc(C)c2c(CN3CCN(c4ccccc4F)CC3)cc(=O)oc2c1,·,·,-1,0.6,9,·,·,1,0.2
Cc1cc(C(=O)NC2=NCCS2)cs1,3,-5.5,-2,-3.1,-10,3,1,-1,·
COc1ccc(C(CC(=O)O)NC(=O)c2ccccc2[N+](=O)[O-])cc1 (stereo not given),0,0.1,0,0.7,3,-3,3,7,-0.2
C[n+]1cccc(C(=O)Nc2ccccc2)c1,-4,-0.6,0,0.1,-22,-5,7,-1,-2.6
CCC(=O)NCc1ccc2[nH]c(C)cc2c1,3,1.2,-2,-0.3,-21,-2,11,4,·
Cc1cc(=O)[nH]c(/N=C(\N)Nc2cccc3ccccc23)n1,2,-3.7,1,0.1,-8,-2,4,3,-3.0
Clc1ccccc1OCc1nnc(-c2ccccc2Br)o1,5,1.0,-6,-7.5,1,-4,-4,-14,-1.3
CC1CCCC(NC(=O)NC(=O)CCl)C1C (stereo not given),-3,-2.3,-2,-2.5,-1,5,1,2,·
Cn1c(N)c(C(=O)COC(=O)c2cccc(S(=O)(=O)NCc3ccccc3)c2)c(=O)n(C)c1=O,-3,2.0,4,-36,-5,1,4,0,0.6
NC(=O)CC(NC(=O)c1ccccc1)c1ccc(NC2CCCCCCC2)c([N+](=O)[O-])c1 (stereo not given),-6,0.6,0,-1.6,6,2,-5,3,0.1
O=C(N/C(=C/c1ccc(Br)cc1)C(=O)N1CCOCC1)c1ccc(Br)o1,15,-2.7,-14,-3.1,5,-3,4,-1,-1.3
Cc1cc2c(cc1S(=O)(=O)N1CCN(c3cccc(C)c3C)CC1)OCC(=O)N2,5,-0.1,-6,-3.7,-7,-7,8,-3,-1.0
Cc1ccc(NC(=O)N2CCC(NC(=O)C(C)(C)C)CC2)cc1,5,2.5,2,-3.0,-7,2,2,0,-1.9
Nc1nc2n(n1)C(c1c(F)cccc1Cl)CC(c1ccc(F)cc1)N2 (stereo not given),5,-2.8,0,0.7,-5,2,11,2,-0.5
CCCNC(=O)CN(Cc1ccco1)S(=O)(=O)c1ccc(OCC)cc1,0,1.8,5,-2.8,-15,-6,-3,0,·
Cc1cc(C)c2c3c(sc2n1)C1(CCSCC1)C(C#N)=C(N)O3,15,-1.3,-4,-9.3,3,-23,35,-1,·
Cc1ccc(S(=O)(=O)N(C)c2ccc(C(=O)N3CCC(C(N)=O)CC3)cc2)cc1,6,1.7,-1,-1.4,0,8,-1,-1,-0.7
Cn1cccc1CC(=O)N/N=C/c1cccc([N+](=O)[O-])c1,11,-0.7,-13,-0.6,-6,-3,-9,3,·
CC(=O)c1c(C(C)=O)c(C)n(-c2ccc(N)cc2)c1C,2,1.2,3,0.2,1,-1,1,2,0.8

# Reprinted from the part before: 2 compounds; new compounds follow.
SMILES,GDH-TPI inh,UGM FP inh,PrPC TRFRET,FadD28 FP inh,BoNT F protease,Rv3671c protease,MazEF act,Mtb FBA inh,Mtb BioA inh
Cn1cccc1CC(=O)N/N=C/c1cccc([N+](=O)[O-])c1,11,-0.7,-13,-0.6,-6,-3,-9,3,·
CC(=O)c1c(C(C)=O)c(C)n(-c2ccc(N)cc2)c1C,2,1.2,3,0.2,1,-1,1,2,0.8
CC(NS(=O)(=O)c1ccc(OCC(=O)NCc2cccnc2)cc1)c1ccccc1 (stereo not given),-4,2.1,-7,-2.3,10,0,10,-4,0.0
CCc1ccc(C(=O)NNC(=O)Cn2c(=O)cnc3ccccc32)cc1,6,0.3,6,0.3,-4,-12,5,-1,-0.9
COC(=O)c1ccccc1Nc1cc(C)nc2nc(C)nn12,11,-3.7,-1,1.0,-1,0,6,4,0.4
CNC(=O)CSc1nnc(CCc2ccccc2)n1-c1ccccc1,-2,0.5,-2,-0.8,-11,-3,-2,2,2.2
COc1ccc(NC(=O)c2ccc3c(=O)n(-c4ccc(OC)cc4OC)c(=S)[nH]c3c2)cc1,9,1.0,18,-8.3,-8,-14,7,-4,·
COc1cc(C(=O)Nc2ccc3c(c2)N(C(=O)CN2CCN(C)CC2)c2ccccc2CC3)cc(OC)c1OC,3,-2.6,-1,-0.7,-13,-5,4,4,·
COc1ccc(OC)c(CCNC(=O)Cn2cccc2C(=O)c2ccccc2C)c1,1,-0.4,1,-2.8,-7,1,0,2,·
CCOC(=O)C1CCCN(C(=O)c2sc3nc(C)nc(N(CC)CC)c3c2C)C1 (stereo not given),15,-2.6,7,-1.2,0,-2,6,1,5.3
COc1ncccc1-c1cnc2cccnn12,7,·,-8,-2.2,2,·,·,92*,0.2
CCCN1CCN(CC(=O)Nc2nnc(CC)s2)CC1,11,-2.7,-5,-1.2,28,0,-5,1,-2.2
Cc1cc(-c2nnc(SCC(=O)Nc3ccc(Br)cc3F)n2N)n[nH]1,-1,0.9,0,-2.8,1,-8,8,3,-0.4
CC(=O)Oc1ccc(N(C(C)=O)S(=O)(=O)c2ccc3ccccc3c2)cc1Br,-1,-1.4,10,0.9,-19,-8,0,1,0.0
CCCCOC(=O)/C=C\C(=O)OCCCC,5,-2.6,0,-0.6,-3,-1,13,0,-0.9
CCN(CC)S(=O)(=O)c1cccc(-c2nnc(SCC(N)=O)n2C)c1,1,0.7,7,0.1,4,3,2,2,3.0
O=C(O)C1C2CCC(O2)C1C(=O)Nc1ccc(F)c(Cl)c1 (stereo not given),-9,-0.8,10,-2.2,12,1,-4,1,-0.9
Cc1onc(-c2ccccc2)c1-c1nnc(COC(=O)c2ccc(N(C)C)cc2)o1,17,·,-9,-1.7,-1,·,2,-3,-1.5
COCCNC(=O)C1(C)CCCN(Cc2ccc(Cl)c(Cl)c2)C1 (stereo not given),5,·,·,0.0,-1,·,·,-2,2.3
CCS(=O)(=O)c1ccc(N)cc1,-8,-0.8,2,-2.3,-3,3,-2,-7,·
CCN1CCN(CC(=O)NC2CCCCC2)C(=O)C1=O,-11,-1.6,6,0.2,-9,9,3,-1,0.9
O=C(O)c1ccc(Nc2ccc(Cl)c(Cl)c2)c([N+](=O)[O-])c1,9,1.2,-4,-0.6,-3,·,-1,-4,0.1
CCOCc1c(C(=O)Nc2ccccc2N2CCN(C)CC2)oc2ccccc12,4,·,-10,-1.7,5,·,-1,-3,0.4
COc1ccc(-c2cc(-c3ccccc3)n[nH]2)c(O)c1,0,-0.1,0,-7.8,-7,2,1,-3,1.5
COc1ccc(N(CC(=O)Nc2ccc(C)c(C)c2)C2=NC3CS(=O)(=O)CC3S2)cc1 (stereo not given),-1,0.7,-5,-4.3,-10,2,-11,-2,0.3
CC(=O)NC(C)(c1ccccc1)c1nc(-c2cc(F)cc(F)c2)cs1 (stereo not given),6,·,2,-4.7,-28,·,·,-3,1.2
CC(=O)N1CCN(CC(C)(C)NS(=O)(=O)c2ccc(C)cc2)CC1,2,0.5,4,-0.8,-9,-2,-6,2,0.7

# Entries of single compounds from above. Values in the order: GDH-TPI inh, UGM FP inh, PrPC TRFRET, FadD28 FP inh, BoNT F protease, Rv3671c protease, MazEF act, Mtb FBA inh, Mtb BioA inh
# CCN1CCN(CC(=O)NC2CCCCC2)C(=O)C1=O across the screens: -11, -1.6, 6, 0.2, -9, 9, 3, -1, 0.9
# Clc1ccccc1OCc1nnc(-c2ccccc2Br)o1 across the screens: 5, 1.0, -6, -7.5, 1, -4, -4, -14, -1.3
# O=C(O)c1ccc(Nc2ccc(Cl)c(Cl)c2)c([N+](=O)[O-])c1 across the screens: 9, 1.2, -4, -0.6, -3, ·, -1, -4, 0.1
# CCC(=O)NCc1ccc2[nH]c(C)cc2c1 across the screens: 3, 1.2, -2, -0.3, -21, -2, 11, 4, ·

# Given with values under each structure: part of the list above
# The line under a structure holds: GDH-TPI inh	UGM FP inh	PrPC TRFRET	FadD28 FP inh	BoNT F protease	Rv3671c protease	MazEF act	Mtb FBA inh	Mtb BioA inh
CCOCc1c(C(=O)Nc2ccccc2N2CCN(C)CC2)oc2ccccc12
  4	·	-10	-1.7	5	·	-1	-3	0.4
COc1ccc(-c2cc(-c3ccccc3)n[nH]2)c(O)c1
  0	-0.1	0	-7.8	-7	2	1	-3	1.5
COc1ccc(N(CC(=O)Nc2ccc(C)c(C)c2)C2=NC3CS(=O)(=O)CC3S2)cc1 (stereo not given)
  -1	0.7	-5	-4.3	-10	2	-11	-2	0.3

# New compounds follow
SMILES,GDH-TPI inh,UGM FP inh,PrPC TRFRET,FadD28 FP inh,BoNT F protease,Rv3671c protease,MazEF act,Mtb FBA inh,Mtb BioA inh
Cc1ccc(C(=O)NNC(=O)CSc2nnc(-c3ccncc3)n2-c2ccc(C)cc2)cc1,13,0.1,9,0.0,2,-1,·,2,0.9
CN(Cc1ccccn1)C(=O)CC1C(=O)NCCN1Cc1cccc(Oc2ccccc2)c1 (stereo not given),6,-4.7,2,-2.1,-2,8,0,32*,·
Cc1ccc(Nc2nnc(-c3ccc4c(c3)OCO4)o2)c(C)c1,0,-2.0,9,-2.3,-13,-1,-2,2,1.0
CCc1ccc(O)c(CNCCNCc2cc(CC)ccc2O)c1,3,-1.3,1,-3.2,-34,5,2,0,-3.8
Cc1cccc[n+]1CC(=O)c1ccc2c(c1)OCCO2,-5,-1.6,10,-3.5,4,2,0,0,·
COc1cccc(CNC(=O)CCCc2cn(C)c3ccccc23)c1,4,-2.6,-7,-3.2,4,-1,-1,3,0.4
NC(=O)c1nsc(C(=O)N(c2ccccc2)C(C(=O)NCC2CCCO2)c2ccc(F)cc2)c1N (stereo not given),-1,2.5,-4,-3.9,-5,-5,5,17,1.0
COc1ccc(CCNC(=O)CCC(=O)Nc2ccccc2[N+](=O)[O-])cc1OC,0,0.4,-2,-4.3,7,1,10,-4,-0.3
COc1cc(OC)cc(C(=O)NCC(=O)OCC(=O)Nc2cc(S(C)(=O)=O)ccc2Cl)c1,3,0.1,-9,-9.1,5,-3,3,-3,-0.5
CCOC(=O)C1=CCN(S(=O)(=O)c2cccc(Cl)c2)C1c1cccc(F)c1 (stereo not given),·,·,-2,-3.8,-7,·,·,2,0.6
Nc1ccccc1-n1nc2ccc3ccccc3c2n1,11,·,4,-2.5,-6,·,7,19,1.2
C=CC[C@@H](CC(=O)N(CCO)Cc1ccccc1)C(=O)NC[C@H](OC(=O)[C@@H](CC=C)Cc1ccc(F)cc1)c1ccccc1,-8,2.4,14,-8.2,-6,-5,-1,1,-1.6
Cc1nnc(SCC(=O)N2CCN(c3ccccc3F)CC2)n1C1CC1,0,·,-2,-1.8,-6,·,6,0,·
COc1ccc(-c2oc3ncn(Cc4ccco4)c(=N)c3c2-c2ccc(OC)cc2)cc1,21,-0.4,0,-2.2,-2,-3,-2,8,-0.6
O=C(c1cccs1)n1nc(-c2cccnc2)nc1NCc1ccco1,9,·,4,-0.8,-10,·,11,-2,1.7

# Screening results from PubChem.
